Runt-SMMHC FRET = inhibitors of human RUNX1 Runt domain binding to CBFb-SMMHC. Q01196+Q13951. Cerulean-Runt/Venus-CBFb-SMMHC FRET ratio 530/480, 1 h. inhibition, % at 20 µM. actives 0.74% (n = 220,000). AID 1434;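 active means mean inhibition across duplicate retests at 20 µM reaching about 50%, limit read from the data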;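 further: 0% = DMSO wells and 100% = wells with excess untagged CBFb-SMMHC; inhibitors lower the FRET ratio by blocking Runt binding to CBFb-SMMHC; some results filed as inactive read as strong as hits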
EP2 modulator = modulators of human EP2 prostaglandin E2 receptor; EP2-expressing cells, cAMP HTRF FRET, PGE2 co-stimulation; induction, % at 25 µM; actives 0.83% (n = 260,000);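 active means compounds whose cAMP rise, as percent of the full-agonist control response, exceeds 60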;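 further: rat C6 glioma line stably carrying human EP2 under a CMV promoter; the protocol text gives 20 µM as final concentration; 100% = response of wells given 1 µM PGE2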
Target sequence (P43116 whole entry, looked up): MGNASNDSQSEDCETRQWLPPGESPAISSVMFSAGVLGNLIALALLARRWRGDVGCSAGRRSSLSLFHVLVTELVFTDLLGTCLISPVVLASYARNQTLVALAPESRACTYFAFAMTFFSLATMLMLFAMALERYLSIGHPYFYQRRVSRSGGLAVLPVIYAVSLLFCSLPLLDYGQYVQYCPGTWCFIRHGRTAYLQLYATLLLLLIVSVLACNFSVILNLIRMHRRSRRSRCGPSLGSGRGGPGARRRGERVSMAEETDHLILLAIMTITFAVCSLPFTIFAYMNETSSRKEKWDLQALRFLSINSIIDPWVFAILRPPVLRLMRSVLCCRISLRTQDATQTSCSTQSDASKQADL
L929 necroptosis = blocks zVAD induced death of L929 cells; L929 zVAD necroptosis rescue, ATP luminescence, 24 h; with zVAD 60 µM; viability rescue, % at 10 µM; actives 0.38% (n = 220,000); AID 1377;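 active means activation, scaled between plate controls, above about 75%, limit read from the data; inactive means activation under that limit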;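 further: 0% = zVAD with DMSO and 100% = DMSO alone without zVAD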
Hck-Nef inh = blocks Nef-activated human Hck kinase; Recombinant Hck-YEEI plus Nef, Z-Lyte FRET kinase assay; P08631; actives 0.68% (n = 220,000); inhibition, % at 20 µM;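 active means Hck-Nef kinase inhibition above about 50%, limit read from the data; inactive means inhibition below that limit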;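 further: 0% = DMSO with Hck plus Nef and 100% = Hck alone without Nef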
Target sequence (P08631 whole entry, looked up): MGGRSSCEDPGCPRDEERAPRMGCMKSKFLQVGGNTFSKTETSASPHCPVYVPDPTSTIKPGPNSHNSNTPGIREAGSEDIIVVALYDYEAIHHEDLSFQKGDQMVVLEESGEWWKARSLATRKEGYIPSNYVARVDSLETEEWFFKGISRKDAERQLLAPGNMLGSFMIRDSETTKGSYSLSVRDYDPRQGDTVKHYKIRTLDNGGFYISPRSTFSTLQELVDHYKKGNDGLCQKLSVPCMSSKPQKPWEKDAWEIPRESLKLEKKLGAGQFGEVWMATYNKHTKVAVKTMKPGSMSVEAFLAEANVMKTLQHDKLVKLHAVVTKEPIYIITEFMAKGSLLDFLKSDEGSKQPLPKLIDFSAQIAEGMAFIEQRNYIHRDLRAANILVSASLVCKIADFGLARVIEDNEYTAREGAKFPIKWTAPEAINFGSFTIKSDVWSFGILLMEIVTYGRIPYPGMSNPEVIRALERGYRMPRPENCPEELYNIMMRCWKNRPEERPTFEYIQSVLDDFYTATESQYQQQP
EP2 antag = EP2 receptor (human) inhibition. actives 0.52% (n = 260,000). inhibition, % at 25 µM. P43116. AID 1422. C6 glioma cells expressing human EP2, cAMP TR-FRET; cells stimulated with saturating PGE2;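 active means percent inhibition above 40 after rounding to a whole number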;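 further: rat C6 glioma host cells with rolipram phosphodiesterase inhibitor present; the protocol text gives 20 µM as final concentration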
TNF death inh = inhibitors of TNF-alpha induced necroptosis in Jurkat FADD-/- cells | Jurkat FADD-/- TNF necroptosis rescue, ATP luminescence, 24 h; 0 = TNF only, 100 = no-TNF cells | activation (protection from cell death), % at 10 µM | actives 0.068% (n = 220,000) | AID 463075;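 active means activation, meaning protection from cell death, of at least 50% relative to plate controls; inactive means activation below 50%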;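 further: necroptosis triggered by 40 ng/mL TNF-alpha added together with compound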
PERK inh = inhibitors of human PERK kinase. CHO PERK-DD fusion, SEAP luminescence translation reporter. inhibition, % at 5.6 µM. actives 0.17% (n = 220,000). AID 1416;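 active means inhibition above the mean inhibition of all tested compounds plus 3 SD, set separately per screening campaign, cut at about 2.9% in these data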;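 further: PERK kinase domain activated by AP20187 dimerizer at 100 nM; 0% = DMSO with dimerizer and 100% = rapamycin at 8.4 µM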
Runt-CBFb FRET = blocks binding of human RUNX1 Runt domain to CBFb | Q01196+Q13951 | Cerulean-Runt/Venus-CBFb FRET ratio 530/480, 1 h | actives 0.46% (n = 220,000) | inhibition, % at 20 µM;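 active means inhibition over about 50% at 20 µM in the single-dose screen, limit read from the data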;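 further: 0% = DMSO wells and 100% = excess unlabeled CBFb competitor control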
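System: Cerulean-labeled Runt domain protein | Quantity: 100 nM of each labeled protein | Schedule: 1 h compound exposure, room temperature | Detection: Fluorescence energy transfer, 422 nm excitation, 530/480 nm emission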
RBBP9 inh = human RBBP9 hydrolase inhibition. O75884. recombinant RBBP9, FP-Rh probe fluorescence polarization. inhibition, % at 7.94 µM. actives 0.2% (n = 220,000);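 active means inhibition above the campaign mean of all tested compounds plus 3 SD, cut at about 14% in these data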;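 further: plate controls were DMSO wells with RBBP9 for no effect and wells lacking RBBP9 protein for full effect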
Target sequence (O75884 whole entry, looked up): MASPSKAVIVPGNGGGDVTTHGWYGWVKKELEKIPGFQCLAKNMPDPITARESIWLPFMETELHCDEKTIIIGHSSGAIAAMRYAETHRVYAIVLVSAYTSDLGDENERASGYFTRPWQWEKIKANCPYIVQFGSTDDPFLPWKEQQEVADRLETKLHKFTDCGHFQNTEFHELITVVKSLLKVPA
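Test system – recombinant human RBBP9 · Input – RBBP9 2.5 µM in dispensing solution, pre-mixing · Medium – Tris buffer pH 8.0, NaCl, Pluronic · Schedule – preincubation 30 min plus labeling 45 min at 25 °C · Measured by – fluorescence polarization · Measure – % inhibition · Controls – DMSO and no-protein wells · Replicates – one well per compound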
Starred values were filed as active, the others as inactive; . = no result given; & = joins results of further samples.

Under each structure – Runt-CBFb FRET	Hck-Nef inh	TNF death inh	RBBP9 inh	PERK inh	EP2 antag	EP2 modulator	L929 necroptosis	Runt-SMMHC FRET
- COc1ccc(-n2cc(C(=O)c3cc(Cl)ccc3O)cc(C#N)c2=O)cc1
  -2	-21	-0.1	-2	-0.1	6	-29	0.1	0
- COC(=O)COc1ccc(C2NC(=O)NC(C)=C2C(=O)NCc2ccccc2)cc1OC (stereo unspecified)
  1	18	-0.6	-3	-0.4	6	11	11	2
- COC(=O)Cc1cc(=O)oc2c(C)c(O)ccc12
  19	58*	-4.6	0	1.5	9	0	-0.1	78*
- CN(C)CCCC1(O)c2ccccc2C=Cc2ccccc21
  1	10	1.6	-1	0.5	13	-15	-0.9	-3
- O=C(Oc1cccnc1)c1cc(S(=O)(=O)N2CCCCC2)ccc1Cl
  0	1	-0.4	-7	-0.4	1	18	-0.4	3
- CC1(C(=O)NC23CC4CC(CC(C4)C2)C3)CC1(Cl)Cl (stereo unspecified)
  3	2	0.6	-8	0.3	7	-7	-0.3	-3
- O=C(NCc1ccccc1)c1ccc(CS(=O)(=O)Cc2ccccc2F)o1
  1	14	1.0	-1	1.1	8	-12	3.2	-5
- CC(C)(Oc1ccc(Cl)cc1)C(=O)N/N=C/c1cn[nH]c1-c1ccccc1
  -1	2	-1.5	-6	0.3	16	-54	0.3	-2
- O=C(COC(=O)/C=C/C(=O)N1CCN(c2ccccc2)CC1)NCc1ccc(F)cc1
  1	23	-0.2	-4	0.5	2	-53	1.2	3
- CCOc1ccc(-c2n[nH]c(C)c2-c2ccccn2)c(O)c1
  0	-15	0.8	1	0.5	6	-17	1.9	1
- O=C(O)c1cccc(CSc2ncn[nH]2)c1
  0	16	0.7	-1	-0.1	9	-28	0.9	-1
- Cc1cccc(C)c1N1C(=O)c2ccccc2C1=O
  -1	0	-1.2	-8	0.6	-1	32	0.2	0
- Cc1cccc(-c2c(O)cc(=O)[nH]c2Cl)c1
  2	24	-0.4	1	0.5	12	4	2.6	1
- Cc1cc(N/N=C/c2ccncc2)nc2ccccc12
  -2	2	50*	2	-0.4	8	-18	81*	-2
- COc1ccc(CC(=O)NC(C)c2nnc(SCC(=O)Nc3ccccc3)n2C)cc1 (stereo unspecified)
  2	-4	-0.8	0	1.6	6	5	1.1	-4
- NC(=O)C1(c2ccccc2)CCCN1C(=O)c1ccccc1Br (stereo unspecified)
  1	10	0.0	-2	0.1	2	9	-1.5	2
- COC(=O)c1sc2ncccc2c1OCc1cccc(Cl)c1
  -6	3	-4.9	-3	-0.4	6	51	0.0	0
- COC(=O)NNC(=O)c1ccc(C)cc1
  1	-19	-0.6	0	0.4	3	-10	-0.7	-4
- CC(=C\c1ccccc1)/C=C1/SC(=O)N(CCCC(=O)Nc2ccc(C(=O)O)cc2)C1=O
  -3	19	2.2	1	0.9	4	23	1.5	-3
- O=C(Nc1nccs1)c1nc(-c2ccccc2)n(-c2ccccc2)n1
  -1	1	-1.6	5	1.1	10	23	-0.3	2
- O=C(Cn1nc(C(=O)O)c2ccccc2c1=O)Nc1ccc2c(c1)C(=O)c1ccccc1C2=O
  -4	2	0.6	-4	2.8	5	-25	3.4	-16
- O=C(Nc1ccccc1)c1ccccc1Oc1ccc(C(F)(F)F)cc1[N+](=O)[O-]
  0	6	-0.2	-5	0.6	3	55	-0.3	2
- O=C(NC(Cc1ccccc1)C(=O)O)/C(=C/c1ccc([N+](=O)[O-])cc1)NC(=O)c1ccccc1Br (stereo unspecified)
  0	28	-0.4	0	0.2	7	16	2.5	-5
- CCOC(=O)CSc1nc(C)c2ccc(C)cc2n1
  -1	9	0.6	-5	0.7	4	21	-0.1	3
- CCc1ccc(-c2nc(CN3CCCC(C(=O)NCCc4ccc(OC)c(OC)c4)C3)c(C)o2)cc1 (stereo unspecified)
  -2	-2	-8.2	-7	-1.4	1	16	2.8	-11
- COc1cccc(NC2=NC3(CCCCC3)N=C(N)N2)c1
  2	-6	-0.6	-9	-0.9	5	-26	-0.6	-5
- CC(C)(C)c1ccc(C(=O)NNC(=O)Cc2cccc3ccccc23)cc1
  9	-5	-0.3	-7	-1.0	17	2	1.7	2
- O=C(CSCc1ccccc1)NCc1ccc2c(c1)OCO2
  0	-21	2.2	-6	-0.6	7	-3	-0.4	1
- Cc1ccsc1CNC(=O)c1c(-c2ccccc2)noc1C
  2	4	-0.4	-5	-0.1	11	17	0.0	1
- CN(Cc1ccccc1)c1ccc(N2C(=O)CCCC2=O)cc1[N+](=O)[O-]
  -3	4	1.6	9	-0.1	6	-16	1.1	-15
- CCOC(=O)c1ccc(NC(=O)Nc2ccc(S(N)(=O)=O)cc2)cc1
  -1	1	0.7	-10	0.5	4	-5	0.5	2
- COc1ccc(Br)cc1CNC(=O)CCN1C(=O)COc2ccccc21
  -2	6	2.7	-10	-0.2	3	-13	2.4	0
- COC(=O)c1sccc1NC(=O)COc1ccc(Cl)cc1
  -3	7	1.8	-14	-0.4	8	62*	0.1	4
- O=C(COc1ccc(Cl)cc1)NCc1nnc(SCC(=O)c2ccccc2)o1
  2	4	-1.3	-8	-1.3	14	-42	-0.4	-5
- O=C(COC(=O)c1cc(-c2cccnc2)nc2ccccc12)Nc1ccc(F)cc1F
  -5	0	6.1	-10	0.3	11	-9	1.2	-7
- O=C(CCC(=O)c1ccccc1)NCc1ccccc1
  0	-8	0.2	-16	1.6	9	5	-0.5	1
- CCC(C)n1c(=N)c(C#N)cc2c(=O)n3ccccc3nc21 (stereo unspecified)
  92*	29	0.4	-6	-0.7	13	34	1.9	95*
- Cc1cc(C)c2cc(CN(Cc3ccco3)C(=O)NCc3ccccc3)c(=O)[nH]c2c1
  -2	-5	-6.3	-21	-0.2	0	27	-1.8	0
- O=C(COc1ccc(Br)cc1CO)Nc1ccccc1
  -2	0	0.1	-10	-0.2	16	-1	0.1	-2
- Cc1nc(-c2ccccc2)sc1-c1nc(-c2ccccc2)ncc1S(=O)(=O)c1ccccc1
  0	3	4.2	-2	1.7	.	8	1.9	0
- CN(C)/C(=N\OC(=O)c1ccccc1)c1nonc1N
  -1	1	1.3	-1	1.4	17	-3	1.2	-12
- Cc1nc2c(C(=O)NCc3ccco3)cnn2c(C)c1Cc1ccc(F)cc1Cl
  0	4	0.5	-1	0.6	6	54	-0.2	0
- CS(=O)(=O)N1N=C(c2ccccc2)CC1c1ccc2c(c1)OCO2 (stereo unspecified)
  1	4	-2.1	-7	-0.1	8&8	-35&22	-0.5	9
- CC1CC(CC(=O)NNc2nc(-c3ccccc3)cs2)C(=O)O1 (stereo unspecified)
  3	24	0.8	-7	1.4	3	13	2.5	-3
- CCOC(=O)C1=C(O)C(=O)N(c2ccc(S(N)(=O)=O)cc2)C1c1cccc([N+](=O)[O-])c1 (stereo unspecified)
  1	-2	0.4	-10	1.1	11	6	-0.5	4
- Cc1ccc(-c2nc(CS(=O)(=O)CC(=O)N3CCc4ccccc4C3)c(C)o2)cc1
  -2	2	-4.2	-5	-0.8	10	13	-0.6	-2
- COCCn1c(-c2cccs2)nc2c(c(=O)c3ccccc3n2C)c1=O
  -1	-1	-4.4	-8	-0.5	12	6	0.5	-2
- CC(C)CC(=O)N=C1SC2CS(=O)(=O)CC2N1CCc1ccccc1 (stereo unspecified)
  -7	2	0.9	-7	-0.8	6	6	0.5	-50
- CCCN(C(=O)c1ccco1)c1nnc(-c2cccc(C)c2)s1
  -5	17	1.5	-1	0.6	10	-39	5.1	0
- COc1cc(/C=C(/C#N)c2nc3ccccc3[nH]2)ccc1Oc1ncccc1[N+](=O)[O-]
  7	0	-1.4	-9	0.1	10	-49	0.4	22
- O=C(COc1cccc2cccnc12)Nc1ccccc1
  2	16	1.7	-3	0.3	4	-16	2.8	-1
- O=c1[nH]c2ccccc2nc1N1CCOCC1
  -1	-2	-1.0	-6	0.9	19	0	0.8	-1
- O=C(NC(c1ccccc1)c1cc(Cl)c2cccnc2c1O)c1cccnc1 (stereo unspecified)
  -74	1	-9.6	-8	2.1	8	48	22	-165
- Cc1noc(C)c1COc1ccc(CC(=O)NCc2ccccc2)cc1
  0	22	-9.7	2	2.2	8	-29	-1.5	4
- CC(C)N1C(=O)C(Cc2nc3ccccc3c(=O)n2-c2ccccc2)c2ccccc21 (stereo unspecified)
  -3	-1	-2.0	-14	-1.4	16	4	0.1	-1
- COc1ccc(CN2C(=O)c3ccccc3C2=O)cc1C(=O)Nc1ccccc1N1CCOCC1
  -3	45	-1.7	-3	0.9	6	0	3.3	2
- Cc1ccc(/C=N/n2c(C3CCCCC3)n[nH]c2=S)s1
  9	3	1.6	-8	1.5	8	22	1.8	7
- C=CCNC(=S)N(Cc1ccccc1)Cc1ccc(F)cc1
  1	4	-0.5	-6	0.4	7	49	-0.1	-2
- O=C(O)c1ccccc1-c1ccc(/C=c2\sc3nc4cc(Br)cnc4n3c2=O)o1
  -12	3	0.0	-11	0.7	.	29	-0.3	-101
- Cn1cc(CNCC2CCCO2)c(-c2ccc(Oc3ccccc3)cc2)n1 (stereo unspecified)
  0	18	5.0	2	0.1	8	-22	1.7	-4

Entries of single compounds, quoted from the list. Order of values: Runt-CBFb FRET | Hck-Nef inh | TNF death inh | RBBP9 inh | PERK inh | EP2 antag | EP2 modulator | L929 necroptosis | Runt-SMMHC FRET
Cn1cc(CNCC2CCCO2)c(-c2ccc(Oc3ccccc3)cc2)n1 (stereo unspecified) reads 0 | 18 | 5.0 | 2 | 0.1 | 8 | -22 | 1.7 | -4
COc1ccc(Br)cc1CNC(=O)CCN1C(=O)COc2ccccc21 reads -2 | 6 | 2.7 | -10 | -0.2 | 3 | -13 | 2.4 | 0

(next part)
Under each structure – Runt-CBFb FRET	Hck-Nef inh	TNF death inh	RBBP9 inh	PERK inh	EP2 antag	EP2 modulator	L929 necroptosis	Runt-SMMHC FRET
- NS(=O)(=O)c1ccc(NC(=S)NC2CC2)cc1
  42	33	-0.2	-6	0.2	2	5	0.6	25
- Cc1sc2ncnc(N/N=C/c3cccc(O)c3)c2c1C
  -2	3	0.3	-4	0.0	5	-54	2.1	0
- O=C(CN1C(=O)CSc2ccccc21)NC1CCCC1
  1	-3	0.6	-10	-0.5	.	-7	0.5	7
- CC(C)(C)c1ccc(OC(=O)c2cccnc2)cc1
  -4	1	-2.0	0	0.4	15	1	-0.2	-9
- O=C1OC(=O)C2C1[C@@H]1CC[C@H]2O1 (stereo partly specified)
  -1	-4	3.0	-5	0.0	11	6	1.6	-5
- O=C(O)CCn1ccnc1-c1ccccc1
  0	-1	0.4	-11	0.6	18	-2	0.5	2
- CCCn1c(N)c(N2CCCCC2)c(=O)n(CC(=O)Nc2ccc(OC(F)(F)F)cc2)c1=O
  -1	0	-0.4	-4	0.5	0	20	-0.2	3
- Cc1cccc(C)c1Nc1nnc(SCC(=O)NCc2ccco2)s1
  -4	1	0.9	-1	0.9	16	22	-0.2	-4
- COCCCNC(NC(=O)c1ccc(C)cc1)C(Cl)(Cl)Cl (stereo unspecified)
  .	-1	-3.7	-12	-0.7	.	-22	-0.1	2

These rows are one share of the data (hit frequency here may not be typical).
